Apaf1 inhib – inhibitors of human Apaf-1 apoptosome, primary screen, biochemical, DEVD-Rh110 fluorescence, uHTS; Apoptotic protease-activating factor 1 (Homo sapiens), O14727; reconstituted apoptosome caspase-3 activity; inhibition, % at 20 µM; hit rate 0.71% among 330,000; AID 489030, 2010; active means inhibition of at least 40% at 20 µM;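 further: plate controls were DMSO wells for no effect and DEVD-CHO caspase inhibitor wells for full effect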
Target sequence (O14727 whole entry, looked up): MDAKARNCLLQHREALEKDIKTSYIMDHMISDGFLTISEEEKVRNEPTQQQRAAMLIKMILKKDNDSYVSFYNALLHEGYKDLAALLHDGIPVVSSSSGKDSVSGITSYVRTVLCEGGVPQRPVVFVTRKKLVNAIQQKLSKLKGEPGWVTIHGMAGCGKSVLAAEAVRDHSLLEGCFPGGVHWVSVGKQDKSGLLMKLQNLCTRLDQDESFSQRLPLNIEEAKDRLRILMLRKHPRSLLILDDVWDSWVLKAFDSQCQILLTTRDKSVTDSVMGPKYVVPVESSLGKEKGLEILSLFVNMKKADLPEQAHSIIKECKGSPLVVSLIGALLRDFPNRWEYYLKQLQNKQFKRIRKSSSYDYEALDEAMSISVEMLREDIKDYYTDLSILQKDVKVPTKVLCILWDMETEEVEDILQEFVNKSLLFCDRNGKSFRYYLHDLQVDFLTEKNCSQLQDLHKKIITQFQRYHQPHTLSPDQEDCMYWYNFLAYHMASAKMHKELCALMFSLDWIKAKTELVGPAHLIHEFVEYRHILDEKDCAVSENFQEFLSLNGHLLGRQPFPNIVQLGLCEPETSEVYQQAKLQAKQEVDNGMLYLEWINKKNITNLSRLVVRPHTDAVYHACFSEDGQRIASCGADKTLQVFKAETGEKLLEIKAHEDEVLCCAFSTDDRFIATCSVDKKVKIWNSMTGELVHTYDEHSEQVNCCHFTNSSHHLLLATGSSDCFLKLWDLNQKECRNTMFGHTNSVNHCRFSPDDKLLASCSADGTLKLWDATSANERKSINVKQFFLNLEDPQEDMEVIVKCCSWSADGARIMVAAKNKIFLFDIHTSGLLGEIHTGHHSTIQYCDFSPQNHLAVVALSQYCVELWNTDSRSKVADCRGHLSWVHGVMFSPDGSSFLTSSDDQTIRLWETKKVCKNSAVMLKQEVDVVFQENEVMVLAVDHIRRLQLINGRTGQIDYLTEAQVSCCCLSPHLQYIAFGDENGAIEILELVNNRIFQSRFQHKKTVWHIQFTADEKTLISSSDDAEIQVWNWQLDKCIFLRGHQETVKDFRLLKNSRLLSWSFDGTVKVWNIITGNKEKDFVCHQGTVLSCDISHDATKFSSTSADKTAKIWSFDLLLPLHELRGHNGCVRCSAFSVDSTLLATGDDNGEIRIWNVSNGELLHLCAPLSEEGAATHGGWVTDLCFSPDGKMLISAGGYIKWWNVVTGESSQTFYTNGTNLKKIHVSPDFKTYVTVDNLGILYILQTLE
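Assay system: Apoptosome proteins | Medium: pH 7.5 Hepes buffer with CHAPS, BSA, DTT | Also added: Cytochrome c and DEVD-Rh110 substrate | Times: 30 min plus 50 min, RT | Detection: Rhodamine 110 fluorescence at Ex 480/Em 540 nm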
Gli-Sufu block – Gli-Sufu pathway antagonists, primary screen, luciferase luminescence, Sufu-KO-LIGHT cells, uHTS; Sufu-KO-LIGHT fibroblasts, Gli luciferase reporter luminescence; inhibition, % at 5 µM; hit rate 0.74% among 340,000; AID 588413, 2011;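 active means inhibition above about 55%, limit read from the data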;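 further: 0% = DMSO-treated cells and 100% = wells with medium but no cells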
HKDC1 inhibitor – HKDC1 hexokinase inhibitors, primary screen, biochemical, fluorescence, uHTS | Q2TB90 | recombinant HKDC1, G6PDH/diaphorase resazurin coupled fluorescence | inhibition, % at 20 µM | hit rate 0.16% among 340,000 | AID 493160, 2011;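 active means inhibition above about 35% when tested at 20 µM, limit read from the data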;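 further: plate controls were DMSO wells with enzyme for no effect and DMSO wells lacking enzyme for full effect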
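test system = in-house recombinant HK5 (HKDC1) enzyme | amount = HKDC1 at 5 µg/mL | control set = DMSO-enzyme wells negative, buffer-substituted wells positive | compound = one dose of 20 µM, 1% DMSO | schedule = reaction time 90 min, room temperature, protected from light | technique = resorufin fluorescence at 613 nm | reagent = glucose with 1 mM ATP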
Jurkat NFkB inh – inhibitors of induced NF-kB luciferase reporter, primary screen, TCR NF-kB activation inhibitor project, cell-based, luminescence, uHTS. inhibition, % at 4 µM. hit rate 0.53% among 330,000. Jurkat, PMA/ionomycin-induced NF-kB luciferase reporter. AID 435003, 2010
SENP7 block – SENP7 protease inhibitors, primary screen, biochemical, luminescence, uHTS | recombinant SENP7, Z-RLRGG-aminoluciferin luminescence, 40 min | hit rate 1.5% among 330,000 | inhibition, % at 5 µM | Sentrin-specific protease 7 (Homo sapiens), Q9BQF6;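 active means inhibition above about 50% at the single test dose, limit read from the data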;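 further: plate controls were DMSO with enzyme for no effect and no enzyme buffer wells for full effect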
SENP8 inh – SENP8 protease inhibitors, primary screen, biochemical, luminescence | purified SENP8, Z-RLRGG-aminoluciferin cleavage | inhibition, % at 10 µM | hit rate 1.2% among 330,000
UBC13 polyUb – UBC13 polyubiquitin chain formation inhibitors, primary screen, biochemical, TR-FRET, uHTS. AID 485273, 2010. hit rate 0.47% among 330,000. Ubiquitin-conjugating enzyme E2 N (Homo sapiens), P61088. inhibition, % at 20 µM; in the data active means inhibition above about 45%, passing the limit was not always enough
697 NFkB inh – inhibitors of PMA/ionomycin-induced NF-kB reporter, 697 cells, primary screen, B-cell NF-kB inhibitor project, cell-based, luminescence, uHTS. inhibition, % at 4 µM. AID 435022, 2010. 697 B-cell NF-kB luciferase reporter, 16 h. hit rate 0.33% among 330,000; in the data active means inhibition above about 35%
Numbers without * were called inactive. Unless noted, no stated cut-off is given here; in the data, active means inhibition above about 50%; inactive means the rest.

Under each structure – Apaf1 inhib	Gli-Sufu block	HKDC1 inhibitor	Jurkat NFkB inh	SENP7 block	SENP8 inh	UBC13 polyUb	697 NFkB inh
COCCCNc1nc2c(c(=O)n(Cc3ccc(Cl)cc3)c(=O)n2C)n1C
→ -5	19	3	-10	3	6	8	-20
COC(=O)c1cccc(NC(=O)CSc2nnc(C)o2)c1
→ -4	-22	7	2	-7	2	0	12
O=C(COC(=O)CCC(=O)c1ccccc1)NNC(=O)c1ccc(Cl)cc1
→ -2	-5	-2	4	-5	-8	3	12
CCOc1ccc(/C=C2\SC(=S)N(CCC(=O)Nc3cccc(C(=O)O)c3)C2=O)cc1
→ 9	19	17	29	3	27	-28	68*
Cc1ccccc1NC(=O)CN1C(=O)S/C(=C\c2ccc(-c3cc(C(=O)O)ccc3C)o2)C1=O
→ 26	-4	20	9	0	3	-30	-8
c1cc[n+](CCCC[n+]2ccccc2)cc1
→ 2	-22	-7	-7	-4	-2	-14	-22
CC(C)N(C(=O)CSc1nnc(Cn2nnc3ccccc32)n1C)C(C)C
→ -4	-2	-24	8	6	7	-1	9
CCOC(=O)c1cc(-c2ccc(Cl)s2)[nH]n1
→ -8	-5	-2	8	-7	-4	6	16
COc1ccc(C2(C)NC(=O)N(CC(=O)Nc3ccc4ccccc4c3)C2=O)cc1OC (stereo not given)
→ 20	0	-1	12	1	-10	3	3
Cc1ccccc1CNC(=O)C(=O)NCC1CCCN1S(=O)(=O)c1ccccc1 (stereo not given)
→ 12	1	-5	7	16	-2	-6	-22
COc1ccc(N(C(C)=O)c2nc(C)cc(C)c2C#N)c(OC)c1
→ -9	25	-6	3	5	-5	1	-2
O=C(CNS(=O)(=O)c1ccc(F)cc1)N1CCCCCC1
→ -5	-12	9	-2	-4	5	3	-6
Cc1[nH]c2ccccc2c1CN1CCN(c2ccccn2)CC1
→ -7	-12	-3	21	0	-4	3	16
CCOc1ccc(NC(=O)c2cc3c(=O)n(C)c4ccccc4c3n2C)cc1
→ 0	3	-3	-6	-2	6	8	29
CN(C)C(=O)CSc1nnc(-c2ccncc2)n1Cc1ccco1
→ -13	-8	2	4	-4	1	10	2
CCOc1cc(C=NNC(=O)c2cccc(S(=O)(=O)N3CCCC3)c2)ccc1O
→ 4	-16	4	-3	6	-8	-11	15
CCCn1c(SCC(=O)c2ccc(OC)c(OC)c2)nc2c1c(=O)n(C)c(=O)n2C
→ -7	-4	4	-5	3	-3	8	-7
COc1ccc(S(=O)(=O)Nc2ccc(Nc3ccccc3)cc2)cc1
→ -7	11	1	24	-2	6	11	13
CCN=C1SC(C(=O)Nc2cccc(C(=O)O)c2)CC(=O)N1CC (stereo not given)
→ 9	3	-3	0	-11	-4	-7	-11
O=C(CSc1ccc(F)cc1)Nc1ccc(C2SCCS2)cc1
→ -16	-42	-3	-35	2	-4	5	-17

Exported as labelled records: four of the compounds above.
CCOc1ccc(/C=C2\SC(=S)N(CCC(=O)Nc3cccc(C(=O)O)c3)C2=O)cc1
  Apaf1 inhib = 9
  Gli-Sufu block = 19
  HKDC1 inhibitor = 17
  Jurkat NFkB inh = 29
  SENP7 block = 3
  SENP8 inh = 27
  UBC13 polyUb = -28
  697 NFkB inh = 68*
CCN=C1SC(C(=O)Nc2cccc(C(=O)O)c2)CC(=O)N1CC (stereo not given)
  Apaf1 inhib = 9
  Gli-Sufu block = 3
  HKDC1 inhibitor = -3
  Jurkat NFkB inh = 0
  SENP7 block = -11
  SENP8 inh = -4
  UBC13 polyUb = -7
  697 NFkB inh = -11
Cc1[nH]c2ccccc2c1CN1CCN(c2ccccn2)CC1
  Apaf1 inhib = -7
  Gli-Sufu block = -12
  HKDC1 inhibitor = -3
  Jurkat NFkB inh = 21
  SENP7 block = 0
  SENP8 inh = -4
  UBC13 polyUb = 3
  697 NFkB inh = 16
CCOc1ccc(NC(=O)c2cc3c(=O)n(C)c4ccccc4c3n2C)cc1
  Apaf1 inhib = 0
  Gli-Sufu block = 3
  HKDC1 inhibitor = -3
  Jurkat NFkB inh = -6
  SENP7 block = -2
  SENP8 inh = 6
  UBC13 polyUb = 8
  697 NFkB inh = 29

Profiles from above:
CCOc1ccc(NC(=O)c2cc3c(=O)n(C)c4ccccc4c3n2C)cc1 in the list: Apaf1 inhib = 0; Gli-Sufu block = 3; HKDC1 inhibitor = -3; Jurkat NFkB inh = -6; SENP7 block = -2; SENP8 inh = 6; UBC13 polyUb = 8; 697 NFkB inh = 29
COc1ccc(N(C(C)=O)c2nc(C)cc(C)c2C#N)c(OC)c1 in the list: Apaf1 inhib = -9; Gli-Sufu block = 25; HKDC1 inhibitor = -6; Jurkat NFkB inh = 3; SENP7 block = 5; SENP8 inh = -5; UBC13 polyUb = 1; 697 NFkB inh = -2

(more compounds)
Under each structure – Apaf1 inhib	Gli-Sufu block	HKDC1 inhibitor	Jurkat NFkB inh	SENP7 block	SENP8 inh	UBC13 polyUb	697 NFkB inh
NC(=O)c1c(NC(=O)Cc2ccccc2)sc2c1CCN(Cc1ccccc1)C2
→ 23	-16	2	-39	-13	-6	6	-57
c1ccc(-n2c(-c3ccncc3)nnc2N2CCOCC2)cc1
→ -18	-29	-6	-7	3	6	7	2
CN(C[C@H](Cc1ccccc1)N(CCN(CCc1ccccc1)N=O)N=O)N=O
→ -3	-20	-3	-1	-9	-3	7	-7
CC(=O)NNC(=O)c1sc(=S)n2c1[nH]c(=O)c1sccc12
→ 2	2	2	4	7	1	-7	13
C/C(CCc1ccc2c(c1)OCO2)=N\N=C1\NC(=O)CC(C(=O)Nc2ccccc2)S1 (stereo not given)
→ -10	-2	-8	10	2	3	8	16
COc1ccc(-c2nn(-c3ccccc3)cc2/C=N/O)cc1OC
→ 4	46	-1	-9	-2	1	12	23
Cc1cc(N(CCO)CCO)ccc1N=Nc1cc(F)ccc1F
→ 40*	7	0	-42	1	6	-348	-9
CSCC[C@H](NC(=O)OC(C)(C)C)c1nnc(SCC(N)=O)o1
→ -4	-1	-9	-5	9	3	5	2
CC1(C)Cc2c(C#N)c(N3CCN(C(=O)c4ccccc4)CC3)nc(Cc3ccccc3)c2CO1
→ 22	-1	2	6	0	13	19	-4
CC(=O)N1CCN(c2nc(CC(C)C)c3c(c2C#N)CCC3)CC1
→ 18	33	-1	-15	-4	-13	-2	-35
COCCNC(=O)C(OC(=O)c1cc2oc(C)cc2n1C)C(C)C (stereo not given)
→ 3	9	-9	-11	-8	-12	-13	5
Cc1cc2ncn(S(=O)(=O)c3ccc(S(=O)(=O)N4CCOCC4)cc3)c2cc1C
→ 4	6	-9	-11	-8	-8	-8	7
O=C1CN(C(=O)CSc2nc3ccccc3c(=O)n2CC2CCCO2)c2ccccc2N1 (stereo not given)
→ 1	8	9	-2	-6	-6	-16	-19
Cc1ccc(N(C(C)C(=O)N2CCN(Cc3ccccc3)CC2)S(C)(=O)=O)cc1 (stereo not given)
→ -7	-8	3	11	3	7	-9	-11
O=C(NCC1CCCO1)c1ccc2c3n(nc2c1)-c1ccccc1CO3 (stereo not given)
→ 8	-66	3	-44	-3	11	-11	-58
CCOC(=O)Cc1csc(NC(=O)CCN2C(=O)c3cccc([N+](=O)[O-])c3C2=O)n1
→ 2	-20	-3	13	-5	3	3	8
Cc1cc(C)n(CCC(=O)N/N=C/c2ccccc2O)n1
→ -10	7	7	-8	-3	-8	11	-5
Cc1ccc(S(=O)(=O)N(C)C)cc1NC(=O)COC(=O)CCC1CCCCC1
→ 18	-1	2	-10	-5	-7	-2	-6
Cc1ccc(C(=O)NC2CCN(CC(=O)NC3CCC(C)CC3)CC2)cc1 (stereo not given)
→ 0	30	-3	-4	0	3	7	2
O=C(Nc1oc2ccccc2c(=O)c1-c1ccc(Cl)cc1)c1ccco1
→ 8	-24	5	13	-11	-9	-5	-17
COc1ccc(C(C(=O)NC2CCCC2)N(C(=O)c2snc(C(N)=O)c2N)c2cccc(O)c2)cc1 (stereo not given)
→ 8	-20	6	-10	-1	-1	7	0
CCOc1ccc(NC(=O)CSC(N)=O)cc1
→ 4	10	-5	8	-10	-3	20	10
CC(C)Nc1nc(-c2ccccn2)nc(-c2ccccc2)c1C#N
→ 5	7	-9	16	7	5	14	16
COc1cc2c(cc1OC)C(c1ccc(N(C)C)cc1)NCC2 (stereo not given)
→ 3	9	-6	0	-8	-7	-3	18
COc1ccc(/C=N/NC(=O)c2ccncc2)c(C(=O)O)c1OC
→ -18	1	-2	15	0	6	-2	13
Cn1nc(C(=O)Nc2cccc(C(F)(F)F)c2)ccc1=O
→ 7	12	-7	10	-4	-10	-12	2
Cc1nc(SCC(=O)Nc2ccc3c(c2)OCCO3)nc(C)c1C
→ -2	-20	0	-18	-4	6	6	7
COc1ccc(/C=C/C(=O)OCC(=O)NCCC2=CCCCC2)cc1OC
→ 4	-1	-7	0	2	-6	1	19
COc1ccc(C2NC(=O)NC(C)=C2C(=O)OCc2ccc3c(c2)OCO3)cc1OC (stereo not given)
→ -12	-8	-1	10	7	-1	16	-14
Cc1cc(NS(=O)(=O)c2ccc(NC(=O)c3ccc(Cl)cc3Cl)cc2)no1
→ 12	0	-3	-1	0	-5	0	5

Brought forward from above: 3 compounds, followed by the next part.
Under each structure – Apaf1 inhib	Gli-Sufu block	HKDC1 inhibitor	Jurkat NFkB inh	SENP7 block	SENP8 inh	UBC13 polyUb	697 NFkB inh
COc1ccc(/C=C/C(=O)OCC(=O)NCCC2=CCCCC2)cc1OC
→ 4	-1	-7	0	2	-6	1	19
COc1ccc(C2NC(=O)NC(C)=C2C(=O)OCc2ccc3c(c2)OCO3)cc1OC (stereo not given)
→ -12	-8	-1	10	7	-1	16	-14
Cc1cc(NS(=O)(=O)c2ccc(NC(=O)c3ccc(Cl)cc3Cl)cc2)no1
→ 12	0	-3	-1	0	-5	0	5
COc1cccc(-c2ccc(NC(=O)C3CCCN(Cc4cnn(C(C)C)c4)C3)cc2)c1 (stereo not given)
→ 36	34	2	31	-10	-7	19	-68
CN(C)c1ccc(/C=C2\C(=N)N3N=C(CC(=O)N4CCCC4)SC3=NC2=O)cc1Br
→ -3	-9	9	8	-2	1	8	21
Cc1c(C(=O)NC(C)c2ccccn2)oc2c(Cl)cccc12 (stereo not given)
→ -4	3	-1	2	-5	8	5	7
NC(=O)c1ccccc1NS(=O)(=O)Cc1ccc(Cl)cc1
→ -15	-25	-4	-8	3	2	14	7
O=C(c1ccco1)N1CCN(C(c2ccc(F)cc2)c2nnnn2Cc2cccs2)CC1 (stereo not given)
→ -1	10	1	-5	8	-3	6	0
COc1cccc(N2CCN(CC(=O)Nc3ccc(SC(F)F)cc3)CC2)c1
→ 24	1	-5	2	3	-7	6	-16
O=C(Nc1cccc(Cl)c1Cl)c1ccncc1
→ 12	-8	-4	5	-10	-11	-3	5
O=C(CN1CCc2ccccc2C1)NCc1ccco1
→ 18	0	-7	10	11	3	-13	-2
CCN(CC)CCCN1C=C2C(=O)C(C)(OC(=O)CCC(=O)OC)C(=O)C(Br)=C2C=C1c1ccc(OC)cc1 (stereo not given)
→ 34	8	19	12	3	-1	-72	9
COCC1CCN(C(=O)C2CCC(=O)N(C3CCCC3)C2)CC1 (stereo not given)
→ -5	0	-4	-3	-5	-1	4	-12
